Source: PubChem BioAssay
Giardia FBPA inh – Giardia lamblia aldolase inhibition; purified Giardia FBPA; Potency, µM (top dose mostly 59.6 µM), for the others: at the top dose activity, negative = inhibition, usual class: inhibitors; 0.71% of 290,000 active; also: potency is read from the fitted curve at half-maximal effect; nearly all actives have a fitted effect of over 55% in size
Target sequence (A8B2U2 whole entry, looked up): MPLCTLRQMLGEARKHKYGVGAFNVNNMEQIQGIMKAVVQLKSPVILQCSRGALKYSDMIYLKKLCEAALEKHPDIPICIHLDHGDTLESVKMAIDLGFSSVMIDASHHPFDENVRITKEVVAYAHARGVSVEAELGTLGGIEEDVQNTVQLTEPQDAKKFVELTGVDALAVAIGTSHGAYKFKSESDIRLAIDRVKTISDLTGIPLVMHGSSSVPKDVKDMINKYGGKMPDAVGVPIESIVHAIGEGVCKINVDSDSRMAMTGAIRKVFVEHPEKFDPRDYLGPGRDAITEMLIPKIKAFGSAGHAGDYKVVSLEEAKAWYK
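40 nM FBPA preincubated 10 min at RT with compound (up to 57.5 uM final), then substrate plus GAPDH/TPI/NAD/arsenate coupling and diaphorase/resazurin added. Fluorescence read after 20 min at RT, 525/598 nm.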
HCV inh – inhibitors of hepatitis C virus infection | Potency, µM (top dose mostly 41.8 µM), inactives show at the highest dose activity change, negative = inhibition, actives largely listed as inhibitors | AID 651820 | 3.4% of 340,000 active | Huh7.5.1 HCVcc-Cre infection, luciferase reporter, 44 h; also: potency is read from the fitted curve at half-maximal effect
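Antiviral activity was scored by luciferase reporter output from cells infected with HCVcc-Cre (~0.5 moi) in presence of compound, 44 h infection period, cells seeded 1,000/well 4 h prior.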
AmpC inh no detg – inhibitors of E. coli AmpC beta-lactamase without detergent | Potency, µM (titrated, usually from 57.1 µM), for inactives: at the top dose activity change, negative = inhibition, usual class: inhibitors | P00811 | 0.52% of 330,000 active | AmpC nitrocefin hydrolysis, absorbance 480 nm, 0.0001% Triton;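 also: potency is read from the fitted curve at half-maximal effect; plate controls were no compound for no effect and no enzyme for full effect; nearly all actives have a fitted effect of over 20% in size; some results filed as inactive show a strong effect at the top dose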
Target sequence (P00811 whole entry, looked up): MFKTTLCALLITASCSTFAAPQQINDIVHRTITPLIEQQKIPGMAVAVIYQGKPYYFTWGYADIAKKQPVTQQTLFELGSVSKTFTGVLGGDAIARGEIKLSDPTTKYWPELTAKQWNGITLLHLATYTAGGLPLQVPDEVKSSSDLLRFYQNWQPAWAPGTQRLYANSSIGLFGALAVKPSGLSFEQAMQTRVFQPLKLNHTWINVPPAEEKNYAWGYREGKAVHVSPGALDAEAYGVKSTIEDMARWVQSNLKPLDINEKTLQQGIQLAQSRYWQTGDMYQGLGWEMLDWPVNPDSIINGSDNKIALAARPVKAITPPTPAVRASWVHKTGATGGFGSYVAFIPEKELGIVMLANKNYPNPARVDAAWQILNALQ
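20 mM phosphate pH 7.0 + 0.01% (detergent screen) or 0.0001% Triton X-100; 5.3 nM AmpC reagent; cpd preinc 15 min RT; nitrocefin (800 uM stock) to start; A480 q20 s × 4 min; Activity was normalised to no-enzyme and no-compound control wells.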
AmpC detergent – inhibitors of E. coli AmpC beta-lactamase with detergent | P00811 | AmpC hydrolysis of nitrocefin, absorbance 480 nm, 0.01% Triton | Potency, µM (highest dose often 114 µM), without a hit: at the top dose activity change, negative = inhibition, hits mostly inhibitors | 0.041% of 370,000 active | AID 485294;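 also: potency is read from the fitted curve at half-maximal effect; 0% = no-compound wells and -100% = no-enzyme wells; nearly all actives have a fitted effect of over 25% in size; some results filed as inactive show a strong effect at the top dose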
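20 mM phosphate pH 7.0 + 0.01% (detergent screen) or 0.0001% Triton X-100; 5.3 nM AmpC reagent; cpd preinc 15 min RT; nitrocefin (800 uM stock) to start; A480 q20 s × 4 min; Activity was normalised to no-enzyme and no-compound control wells.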
Sm TGR inh – inhibitors of Schistosoma mansoni thioredoxin glutathione reductase. 3% of 360,000 active. Potency, µM (top dose mostly 114 µM), for the others: at the top dose activity change, negative = inhibition, actives largely listed as inhibitors. purified TGR, DTNB reduction, TNB absorbance 405 nm. AID 485364; also: potency is read from the fitted curve at half-maximal effect; nearly all actives have a fitted effect of over 60% in size
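Kinetic colorimetric format: TGR-catalysed, NADPH-driven DTNB reduction monitored via TNB absorbance. Enzyme dispensed at 20 nM; compound exposure 15 min at room temperature before reaction start.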
HCMV antiviral – blocks human cytomegalovirus replication; HFF cells, HCMV-luciferase reporter, 72 h; hits give low values; 4.5% of 410,000 active; activity change, negative = inhibition, % at 57.5 µM; in the data active = activity change below about -60%; inconclusive = no clear call, values can overlap the other calls; inactive = above about -39%
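HFF cells seeded 16 h at 37C, treated with compounds, infected with luciferase-reporter HCMV at MOI 1 PFU/cell; luciferase read at 72 h post infection, normalized to buffer-only and Salinomycin controls.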
Numbers without * were called inactive; ? = inconclusive; / = no result given; [ ] = remark or other dose. Unless noted, calls follow the shape of the dose curve; as a rule, active = well fitted curve in the direction sought with a large enough effect; inconclusive = small, poorly fitted or top-dose-only effect, or another doubt; inactive = no such curve, though single readings can be large; an effect the other way counts as inactive or inconclusive. Unless noted, % is scaled to controls: 0 for no effect and ±100 for the full control effect.

SMILES	Giardia FBPA inh	HCV inh	AmpC inh no detg	AmpC detergent	Sm TGR inh	HCMV antiviral
CCOP(=O)(OCC)c1nc(-c2cccc3ccccc23)oc1NCCc1ccc(OC)cc1	-4%	0%	136%[activator]	2%	-8%	-14
CC(=O)c1ccc(OCC(O)CN(C)Cc2cccs2)cc1 (stereo unspecified)	-7%	15%	-4%	7%	9%	3
CCOC(=O)c1c(C)[nH]c(C)c1C=O	3%	-28%	-7%	-2%	0%	81
CC(C)CCn1c(-c2nonc2N)nc2ccccc21	1%	11µM*	-26%	-7%	14%	?
CC(C)OC(=O)CSc1n[nH]c(-c2cccnc2)n1	-12%	22%	0%	?	1%	-19
COc1ccc(CCNC(N)=S)cc1OC	-8%	30%[activator]	-16%	-9%	-9%	42
COc1ccc(CNc2ccc(C)c(C)c2)cc1	1%	15%	-19%	1%	/	?
Cc1cc(C)n(S(=O)(=O)/C=C/c2ccccc2)n1	3%	?	-6%	-1%	-22%	-67*
O=C(c1cccc(C(F)(F)F)c1)C1CCCN(C(=O)CCCn2cncn2)C1 (stereo unspecified)	0%	3%	42%	7%	0%	-17
CCc1ccc(C(=O)CSc2nc3ccccc3c(=O)[nH]2)cc1	0%	1%	-44%	2%	-8%	31
CCCc1cc(=O)[nH]c(Nc2ccc(C)c(O)c2)n1	/	/	/	-8%	-33%	2
CCOc1ccc(-n2cc(C(=O)N3CCCCCC3)c3cc(OC)c(OC)cc3c2=O)cc1	0%	-5%	96%[activator]	?	-2%	-9
CCOc1ccccc1NC(=O)C1CCC(CNc2c(N3CCCCC3)c(=O)c2=O)CC1 (stereo unspecified)	2%	-7%	13%	-5%	2%	33
COc1ccc(S(=O)(=O)NCC2CCCO2)c(Cl)c1Cl (stereo unspecified)	11%	2%	-1%	-6%	0%	-9
CC(NC(=O)c1cc(COc2ccc3ncccc3c2)on1)c1ccc(F)cc1 (stereo unspecified)	-9%	2.2µM*	-9%	-4%	-14%	-85*
S=C(NCC1CCCO1)Nc1cccc(Cl)c1 (stereo unspecified)	0%	-6%	-27%	-5%	/	?
Cc1ccc(-c2noc(C(C)NC(=O)c3ccco3)n2)cc1 (stereo unspecified)	/	/	/	-2%	-4%	-23
Cc1ccc(N(CC(=O)NC2CCCC2)C(=O)CNC(=O)c2cccs2)cc1C	9%	-18%	11%	5%	-6%	-6
Oc1cc(O)cc(/C=C/c2ccc(O)cc2O)c1	/	14%	-14%	5%	-28%	/
CC(CC(=O)C1C(C)C=CCC1(C)C)NNC(N)=O (stereo unspecified)	3%	0%	2%	4%	/	-34
COc1cccc(NC(=O)C(Sc2nnnn2C)c2ccccc2)c1 (stereo unspecified)	1%	1%	-44%	?	-3%	3
Cc1c(OCc2ccc(C(=O)O)o2)ccc2c3c(c(=O)oc12)CCC3	20%	9%	-35%	?	-36%	41
CC(NC(=O)c1ccccc1Cl)C(=O)O (stereo unspecified)	6%	7%	-12%	1%	1%	16
Nc1ccccc1C(=O)NC12CC3CC(CC(C3)C1)C2	1%	-3%	-18%	?	3%	50
COc1ccc(NC(=O)C(c2ccccc2)N(C)C(=O)c2cnccn2)cc1 (stereo unspecified)	8%	1%	-10%	-8%	3%	47

(next part)
SMILES	Giardia FBPA inh	HCV inh	AmpC inh no detg	AmpC detergent	Sm TGR inh	HCMV antiviral
NC(=O)c1cc(Cc2ccccc2)sc1NC(=O)c1ccco1	3%	?	-29%	?	9%	25
CC1CCCN(CCCNC(=O)c2cc(Sc3ccc(F)cc3)nc3ccccc23)C1 (stereo unspecified)	/	/	/	-6%	-6%	-71*
Cc1ccc(S(=O)(=O)N2CCC(C(=O)OC(C)C(=O)NC3CCCCC3C)CC2)cc1 (stereo unspecified)	/	10%	117%[activator]	-3%	-2%	-4
O=C(Nc1cccc(OC(=O)N2CCCCC2)c1)N1CCCCC1	1%	-9%	-5%	-1%	-1%	-3
Cc1cc(NC(=S)N(CCN2CCOCC2)Cc2ccccc2F)ccc1Cl	-7%	-10%	17%	7%	-3%	-6
COc1cc(C(=O)NCCc2nc3ccccc3n2C)cc(OC)c1OC	0%	?	-10%	?	-11%	47
COc1ccc(/C=N/NS(=O)(=O)c2ccc(C)cc2)cc1OC(=O)c1ccccc1	-11%	18%	/	3%	6%	-24
O=C(Nc1ccccc1C(F)(F)F)c1ccc2nccnc2c1	0%	2%	2%	-1%	-1%	?
CCN1CCC(NCCc2ccc(F)cc2)CC1	?	?	-7%	1%	3%	4
Cc1ccc(C)n1-n1c(C)nc2sc(-c3ccccc3)cc2c1=O	6%	?	15%	2%	7%	?
CCOc1ccc(OCCC(=O)OCC(=O)NC2CCCC2)cc1	/	5%	12%	1%	?	0
CSC1=NCCN1C(=O)c1c(F)cccc1Cl	-1%	13%	-17%	?	2%	-100*
COCCCNCCOc1cc(C(C)C)ccc1C	3%	-3%	?	1%	-1%	1
COC(=O)Cc1c(C)c2ccc(OC(=O)c3ccco3)cc2oc1=O	1%	8%	-16%	-7%	2%	9
CC(C)CNC(=O)c1cccc2c1-c1ccccc1C2=O	3%	-4%	-7%	?	5%	-17
CCc1ccc(CNC(=O)c2ccc(CS(=O)(=O)Cc3ccccc3C)o2)cc1	/	/	/	8%	-2%	-6
OCCC1CN(Cc2cc3c(cc2Cl)OCO3)CCN1C1CCCCC1 (stereo unspecified)	5%	3%	-13%	1%	-1%	-4
CCCOc1ccc(/C=N/NC(=O)CN2CCCCC2)cc1	7%	3%	-12%	-2%	31%	14
COc1cc2c(cc1OC)C(c1cccs1)N(C(=S)NC(C)C)CC2 (stereo unspecified)	-1%	?	42%	-10%	-8%	36
O=C(Nc1cccc(F)c1)[C@H](CSCc1ccccc1)N1Cc2ccccc2C1=O	/	/	/	-10%	-8%	5
C[N+]1(CC(O)COc2ccccc2)CCN(C(=O)c2ccc([N+](=O)[O-])cc2)CC1 (stereo unspecified)	5%	32%[activator]	-50%	-5%	-12%	34
Cc1c(C(=O)N2CCOCC2)c(S(=O)(=O)Nc2ccccc2)c(C)n1C	/	?	-16%	3%	0%	-14
COc1cc(/C=C2/C(=N)N3N=C(CC(=O)N4CCOCC4)SC3=NC2=O)ccc1OCc1ccc(F)cc1	/	?	-20%	1%	0%	-20
O=C1c2ccccc2NC(c2ccc(-c3cccc([N+](=O)[O-])c3)o2)N1O (stereo unspecified)	?	-21%	?	-7%	?	-79*
CCc1ccc(-c2csc(NC(=O)Oc3ccccc3)n2)cc1	-3%	-26%	-37%	-14%	-10%	42

A run of entries taken from the entries so far, for reference:
SMILES	Giardia FBPA inh	HCV inh	AmpC inh no detg	AmpC detergent	Sm TGR inh	HCMV antiviral
O=C(Nc1cccc(OC(=O)N2CCCCC2)c1)N1CCCCC1	1%	-9%	-5%	-1%	-1%	-3
Cc1cc(NC(=S)N(CCN2CCOCC2)Cc2ccccc2F)ccc1Cl	-7%	-10%	17%	7%	-3%	-6
COc1cc(C(=O)NCCc2nc3ccccc3n2C)cc(OC)c1OC	0%	?	-10%	?	-11%	47
COc1ccc(/C=N/NS(=O)(=O)c2ccc(C)cc2)cc1OC(=O)c1ccccc1	-11%	18%	/	3%	6%	-24
O=C(Nc1ccccc1C(F)(F)F)c1ccc2nccnc2c1	0%	2%	2%	-1%	-1%	?
CCN1CCC(NCCc2ccc(F)cc2)CC1	?	?	-7%	1%	3%	4
Cc1ccc(C)n1-n1c(C)nc2sc(-c3ccccc3)cc2c1=O	6%	?	15%	2%	7%	?
CCOc1ccc(OCCC(=O)OCC(=O)NC2CCCC2)cc1	/	5%	12%	1%	?	0
CSC1=NCCN1C(=O)c1c(F)cccc1Cl	-1%	13%	-17%	?	2%	-100*
COCCCNCCOc1cc(C(C)C)ccc1C	3%	-3%	?	1%	-1%	1
COC(=O)Cc1c(C)c2ccc(OC(=O)c3ccco3)cc2oc1=O	1%	8%	-16%	-7%	2%	9
CC(C)CNC(=O)c1cccc2c1-c1ccccc1C2=O	3%	-4%	-7%	?	5%	-17
CCc1ccc(CNC(=O)c2ccc(CS(=O)(=O)Cc3ccccc3C)o2)cc1	/	/	/	8%	-2%	-6
OCCC1CN(Cc2cc3c(cc2Cl)OCO3)CCN1C1CCCCC1 (stereo unspecified)	5%	3%	-13%	1%	-1%	-4
CCCOc1ccc(/C=N/NC(=O)CN2CCCCC2)cc1	7%	3%	-12%	-2%	31%	14

Continuation:
SMILES	Giardia FBPA inh	HCV inh	AmpC inh no detg	AmpC detergent	Sm TGR inh	HCMV antiviral
CC(C)=CCOc1c2occc2cc2ccc(=O)oc12	?	?	-7%	-9%	-1%	22
COc1ccc(S(=O)(=O)N/N=C\c2ccc([N+](=O)[O-])o2)c(OC)c1	/	-29%	45%	1%	1%	27
CC1CC(C)CN(S(=O)(=O)N2CCCC(C(=O)NC3CCCCC3C)C2)C1 (stereo unspecified)	/	-10%	37%	7%	9%	0
COc1cc(OC)cc(C(=O)NCCCn2ccnc2)c1	-14%	3%	-1%	-7%	3%	2
c1ccc(Nc2ccccn2)nc1	-26%	5%	-26%	-6%	-4%	-32
Nc1ncc(Br)cc1S(=O)(=O)NCCc1ccccc1	/	8%	-18%	-5%	10%	-7
Cc1ccccc1-n1nc(C)c2c(C(=O)NN)cc(-c3ccncc3)nc21	-3%	?	-30%	-2%	-6%	2
COc1ccc(C(C)=O)cc1CSCCC(=O)O	0%	7%	-24%	-1%	0%	-31
C=CCOc1ccc(CN(C)C(=O)C2CCCO2)cc1 (stereo unspecified)	6%	4%	-3%	-16%	?	-11
O=c1[nH]c(/C=C/c2ccc(Br)cc2)nc2ccccc12	3%	6%	-16%	-1%	-15%	16
Cc1cc(=O)n2c(C(=O)Nc3ccc(C)c(Cl)c3)c(C(=O)Nc3ccccc3)sc2n1	/	/	/	5%	-19%	-15
O=C(CCN1C(=O)/C(=C\c2ccccc2)SC1=S)N1CCOCC1	-6%	-6%	-2%	-4%	6%	-11
COc1cccc(/C=C/C(=O)NNC(=O)c2ccncc2)c1OC	/	-4%	-9%	-8%	-2%	-22
Cn1c(=O)cc(SCC(=O)NCCCN2CCN(c3ccccc3F)CC2)c2ccccc21	1%	-24%	136%[activator]	1%	-3%	72
Cc1c(C)n(CC(O)CN2CCCCCC2)c2ccccc12 (stereo unspecified)	-10%	-21%	-5%	?	0%	44
CC(=O)c1cccc(NC(=S)N2CCN(S(C)(=O)=O)CC2)c1	/	-7%	-7%	-14%	-17%	?
